Screening data (PubChem BioAssay)
LDHA block: LDHA (human) enzyme inhibition; purified LDHA, NADH/diaphorase-resazurin fluorescence; hits give low values; P00338; hit rate 0.15% among 480,000; activity change, % (values are at about 110 or 230 µM); in the data active = activity change below about -30%; inconclusive = mostly about -25% to -30%;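 note: plate controls were DMSO wells for no effect and wells without enzyme for full effect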
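Enzyme activity of human lactate dehydrogenase 5 (2 nM; 0.06 mM NADH, 0.2 mM pyruvate, 5 min, RT) is measured via a resazurin/diaphorase fluorescence readout of residual NADH.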
Vif-APOBEC3F blk: Vif-A3F binding inhibition. Potency, µM (titrated, usually from 46.1 µM), for inactives: at the top dose activity, negative = active. hit rate 0.2% among 390,000. HeLa A3F-eYFP + Vif (tagged APOBEC3F with the HIV-1 protein that degrades it), YFP fluorescence increase. AID 602313; note: potency is the fitted concentration of half-maximal effect; % of control where 0% means no effect; nearly all actives have a fitted effect of over 65% in size
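HeLa cells stably expressing Vif plus C-terminally eYFP-tagged A3F were seeded, incubated overnight at 37 deg C, dosed with compound, incubated overnight again at 37 deg C. Yellow fluorescence (Ex 488/Em 500-530) reported blocked Vif-mediated A3F-eYFP degradation.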
Glioma ERSR ind: induces the endoplasmic reticulum stress response in human glioma cells | U87-MG GRP78 promoter luciferase reporter, 16 h | hit rate 0.02% among 420,000 | Potency, µM, inactives show top-dose activation, actives largely listed as activators; note: potency is the fitted concentration of half-maximal effect; series mostly up to about 76 µM; % of control where 0% means no effect; nearly all actives have a fitted effect of over 35% in size
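Stably transfected U87-MG human glioma cells carrying a GRP78-based luminescent sensor were seeded at 1000 cells/well, pin-dosed with compounds and incubated 16 h. Luciferase reagent was then added, and end-point luminescence was read after 10 min at room temperature.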
RGS4 inhibitor: inhibitors of human regulator of G protein signaling 4 | P49798 | Transcreener GDP fluorescence polarization, RGS4-accelerated GTP hydrolysis | Potency, µM (series often up to 114 µM), inactives show at the highest dose activity change, negative = inhibition, most hits filed as inhibitors | hit rate 0.039% among 390,000 | AID 504845; note: potency is the fitted concentration of half-maximal effect; % is set by controls: 0 for no effect and ±100 for the full control effect; nearly all actives have a fitted effect of over 75% in size; some results filed as inactive show a strong effect at the top dose
Target sequence (P49798 whole entry, looked up): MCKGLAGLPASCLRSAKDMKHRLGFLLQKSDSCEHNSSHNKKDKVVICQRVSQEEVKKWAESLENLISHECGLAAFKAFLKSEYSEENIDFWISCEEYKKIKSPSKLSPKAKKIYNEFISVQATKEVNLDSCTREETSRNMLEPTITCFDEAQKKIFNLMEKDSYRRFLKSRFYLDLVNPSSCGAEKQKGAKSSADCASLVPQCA
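MLSMR compounds (23 nl, pin-transferred) preincubated 10 min at room temperature with a 500nM (2x) first reagent, then RGS4 at 900nM (2x) plus Transcreener GDP mix added; fluorescence polarization (620/688 nm) read before and after 90 min at 30 °C.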
mIDH1 inhibitor: inhibitors of human mutant IDH1 R132H; hit rate 0.093% among 390,000; Potency, µM (top dose mostly 76.6 µM), for the others: top-dose activity change, negative = inhibition, hits mostly inhibitors; O75874; IDH1-R132H enzyme, NADPH consumption, diaphorase/resazurin fluorescence; note: potency is the fitted concentration of half-maximal effect; % is set by controls: 0 for no effect and ±100 for the full control effect; nearly all actives have a fitted effect of over 65% in size
Target sequence (O75874 whole entry R132H, stated change not applied): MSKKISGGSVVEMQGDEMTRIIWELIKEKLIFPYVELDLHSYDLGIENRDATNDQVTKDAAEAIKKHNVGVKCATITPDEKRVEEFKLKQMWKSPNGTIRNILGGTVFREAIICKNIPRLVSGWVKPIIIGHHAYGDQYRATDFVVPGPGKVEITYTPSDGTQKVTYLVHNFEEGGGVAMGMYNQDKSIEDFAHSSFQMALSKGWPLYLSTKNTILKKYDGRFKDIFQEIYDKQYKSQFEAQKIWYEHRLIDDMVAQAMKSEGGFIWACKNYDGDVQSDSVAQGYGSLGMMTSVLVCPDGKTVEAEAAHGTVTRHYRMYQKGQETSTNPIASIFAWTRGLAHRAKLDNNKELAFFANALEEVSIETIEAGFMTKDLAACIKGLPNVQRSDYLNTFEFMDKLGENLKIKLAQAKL
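IDH1-R132H (0.5 ug/mL dispensed) in pH 7.5 Tris buffer was preincubated 30 min with compound, then given a substrate mix of 0.016 mM NADPH and 2 mM alpha-KG for 80 min at room temperature; remaining NADPH was read by diaphorase/resazurin fluorescence.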
TrxR1 substrate: substrates of rat thioredoxin reductase 1 | O89049 | purified TrxR1 substrate turnover, NADPH consumption readout | Potency, µM (series often up to 114 µM), without a hit: top-dose activity change, negative = substrate turnover | hit rate 0.01% among 390,000; note: potency is the fitted concentration of half-maximal effect; % is set by controls: 0 for no effect and ±100 for the full control effect; nearly all actives have a fitted effect of over 50% in size
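Rat TrxR1, dispensed at 90 nM, was prereduced with 400 uM NADPH (final) for 5 min at ~22 deg C, then incubated with compound 15 min before 400 uM selenite. A first-read NADPH fluorescence drop versus no-compound background flagged substrates.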
USP1 inh: blocks the human USP1/UAF1 deubiquitinase complex. O94782. hit rate 0.23% among 390,000. recombinant USP1/UAF1, Ub-Rhodamine cleavage fluorescence. Potency, µM (titrated, usually from 57.1 µM), without a hit: at the top dose activity change, negative = inhibition, usual class: inhibitors; note: potency is the fitted concentration of half-maximal effect; % is set by controls: 0 for no effect and ±100 for the full control effect; nearly all actives have a fitted effect of over 60% in size; inactives centre near -12
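USP1/UAF1 complex at 1 nM was preincubated with compound for 15 min at room temperature, then Ub-Rho substrate (150nM final) was added. Fluorescence (480/540 nm) was read kinetically, 6 reads every 60 seconds.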
TrxR1 inh: inhibitors of rat thioredoxin reductase 1; Potency, µM (top dose mostly 114 µM), for inactives: at the top dose activity change, negative = inhibition, actives largely listed as inhibitors; AID 588453; hit rate 1% among 390,000; recombinant rTrxR1, NADPH fluorescence consumption, selenite substrate; O89049; note: potency is the fitted concentration of half-maximal effect; % is set by controls: 0 for no effect and ±100 for the full control effect; nearly all actives have a fitted effect of over 65% in size
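Rat TrxR1 (90 nM in the dispensed reagent) was pre-reduced with 400 uM NADPH for 5 min at room temperature, then incubated with compound for 15 min. After 400 uM selenite was added, NADPH fluorescence (Ex 340/Em 450 nm) was followed for 8 min.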
Vif-A3G inh: Vif-A3G binding inhibition. HeLa A3G-eYFP + Vif (tagged APOBEC3G with the HIV-1 protein that degrades it), YFP fluorescence, overnight. Potency, µM (series often up to 46.1 µM), for the others: at the top dose activity, negative = active, hits mostly inhibitors. hit rate 0.076% among 410,000. AID 602310;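 note: potency is the fitted concentration of half-maximal effect; % is set by controls: 0 for no effect and ±100 for the full control effect; nearly all actives have a fitted effect of over 60% in size; hits raise eYFP signal because A3G escapes Vif-driven loss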
Target sequence (Q9HC16 whole entry, looked up): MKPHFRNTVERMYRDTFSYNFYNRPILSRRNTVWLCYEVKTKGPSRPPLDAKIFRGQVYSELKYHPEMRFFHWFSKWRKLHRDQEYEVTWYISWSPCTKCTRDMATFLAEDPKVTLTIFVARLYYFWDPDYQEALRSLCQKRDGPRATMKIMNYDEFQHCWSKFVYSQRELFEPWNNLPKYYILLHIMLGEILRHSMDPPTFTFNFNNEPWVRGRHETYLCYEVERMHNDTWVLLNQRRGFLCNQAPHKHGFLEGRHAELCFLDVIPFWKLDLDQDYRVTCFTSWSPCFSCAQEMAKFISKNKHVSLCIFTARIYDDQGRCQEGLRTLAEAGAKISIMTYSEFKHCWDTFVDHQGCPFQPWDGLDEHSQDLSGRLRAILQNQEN
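HeLa cells stably expressing Vif and C-terminally eYFP-tagged A3G, seeded overnight at 37 deg C, then exposed to compound by pintool overnight at 37 deg C. Rise in yellow fluorescence (Ex 488/Em 500-530, Acumen) marks blocked Vif-driven A3G degradation.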
Active calls of the source: *; ? = inconclusive; · = no result given; [ ] = remark or other dose. Unless noted, calls come from the whole dose curve; as a rule, active = well fitted curve in the direction sought with a large enough effect; inconclusive = small, poorly fitted or top-dose-only effect, or another doubt; inactive = no such curve, though single readings can be large; an effect the other way counts as inactive or inconclusive. An excerpt; rates above refer to the full screens.

SMILES | LDHA block | Vif-APOBEC3F blk | Glioma ERSR ind | RGS4 inhibitor | mIDH1 inhibitor | TrxR1 substrate | USP1 inh | TrxR1 inh | Vif-A3G inh
O=C(/C=C/c1ccc(Cl)c([N+](=O)[O-])c1)Nc1ccc(N2CCCC2)c(Cl)c1 | -2.6 | 3.4% | 4.2% | -6.2% | -4.3% | 1.4%[57.1 µM] | -0.7% | 21.6%[57.1 µM] | -6.3%
O=C(CN1CCCC1)Nc1ccc(Cl)cc1C(F)(F)F | 0.1 | 5.4% | -0.8% | -72.1%[56.9 µM] | 11.5% | -4.6% | -18.6% | -0.3% | 1.6%
COc1cccc(NC(=O)c2csnn2)c1 | -5.7 | 3.6% | 6.0% | -15.1% | -11.1% | -5.9% | -15.8% | 17.4% | -7.7%
Oc1cccc(/C=N/N2CCN(c3ccccn3)CC2)c1 | -1.1 | 5.5% | 7.7% | 4.6% | -8.7% | -0.5% | -12.6% | 20.2% | -1.6%
CCN1C(=O)[C@@H]2[C@@H](c3ccc(-c4cccc(Cl)c4)c(OC)c3)N3CCCC[C@@]3(C(=O)OC)[C@@H]2C1=O | -0.3 | -2.3% | -4.8% | -0.3% | -3.6% | 8.4%[57.1 µM] | ? | 13.6%[57.1 µM] | -3.0%
COC(=O)c1[nH]c2cc(C)ccc2c1NC(=O)CN1CCN(c2ccccc2OC)CC1 | -2.0 | -16.9% | -8.3% | -15.4% | 1.2% | -1.3% | -20.2% | -8.4% | -1.3%
N#Cc1ccc(Sc2nc3ccccc3[nH]2)cc1C#N | 0.3 | · | -5.0% | 27.5% | 3.7% | 10.9% | -7.3% | 28.6% | -12.3%
Cc1ccc2cc(CCNC(=O)CC(C)C)c(=O)[nH]c2c1 | -0.5 | 3.1% | -4.6% | -7.8% | 13.4% | 3.7% | -26.4% | 5.2% | 0.7%
Cc1cccc(Oc2ccc(NC(=O)CCC(=O)OCC(=O)c3ccc(Br)cc3)cc2)c1C | -12.5 | 2.0% | 1.7% | -3.0% | -6.7% | -10.4% | -17.0% | -14.1% | -2.7%
COc1ccc(-c2coc3cc(O)ccc3c2=O)cc1O | 13.1 | -5.5% | 0.1% | 13.0% | 12.8% | 2.7% | 5.1% | -7.9% | -13.8%
O=C(COC(=O)CNC(=O)c1ccc(F)cc1)Nc1cccc(S(=O)(=O)N2CCCC2)c1 | -4.9 | -1.7% | -3.9% | -19.9% | 1.2% | 5.6%[57.1 µM] | -14.8% | 8.9%[57.1 µM] | -5.4%
Cn1c(N2CCN(c3ccccn3)CC2)nc2c1c(=O)n(Cc1ccccc1Cl)c(=O)n2C | -1.2 | -2.3% | -1.2% | -19.6% | 0.0% | -22.8%[57.1 µM] | -17.0% | 14.1%[57.1 µM] | 3.6%
O=C(NC1CCCC1)c1ccc(CS(=O)Cc2ccc(Cl)cc2)o1 (stereo not drawn) | -0.3 | 0.3% | -3.7% | 29.4% | -7.6% | 3.5% | -26.2% | 5.0% | -4.4%
Cc1ccc(/C=N/NC(=O)NC23CC4CC(CC(C4)C2)C3)o1 | -1.3 | 4.9% | 3.1% | -10.8% | -0.4% | 8.4%[57.1 µM] | -9.6% | 4.4%[57.1 µM] | 1.8%
O=C(NC12CC3CC(CC(C3)C1)C2)c1ccc(-c2cccc(Cl)c2)o1 | -4.9 | 0.8% | -0.9% | -37.0% | 2.7% | -6.9% | -21.0% | ? | -1.7%
CCOC(=O)C1C(C#N)=C(N)OC(C)=C1c1ccncc1 (stereo not drawn) | 8.8 | -0.2% | -2.7% | 6.9% | -4.9% | -6.6% | -4.3% | -14.7%[57.1 µM] | 0.5%
O=c1ccncn1C1OC(CO)C(O)C1O (stereo not drawn) | 1.4 | 6.9% | -2.1% | -29.4% | -2.9% | -0.4%[11.4 µM] | -2.0% | -20.4%[11.4 µM] | 0.5%
Cc1nnc(SCC(=O)N2CCOCC2)s1 | -3.6 | 2.0% | -4.4% | 13.8% | 0.0% | -1.0% | -6.2% | -0.1% | 4.1%
CCn1nnnc1SCC(=O)N(C)C1CCS(=O)(=O)C1 (stereo not drawn) | -2.3 | 4.4% | -2.1% | -15.1% | 3.1% | -0.1% | -19.3% | 22.4% | 1.0%
C[C@@H]1CN([C@@H](C)CO)C(=O)c2cc(C#Cc3ccccc3)cnc2O[C@@H]1CN(C)Cc1ccccn1 | 1.3 | 1.2% | -1.2% | · | 2.5% | · | -15.8% | · | -4.3%
N=C1/C(=C\c2ccc(Br)o2)C(=O)N=C2SC(CC(=O)N3CCCCC3)=NN12 | 1.8 | ? | 1.0% | -38.7% | 8.2% | -8.5% | -11.3% | ? | 5.8%
OC(COC(c1ccc(Cl)cc1)c1ccc(Cl)cc1)CN1CCc2ccccc2C1 (stereo not drawn) | 3.3 | -18.0% | -5.0% | 5.6% | 0.0% | -5.4% | -27.1% | 5.2% | ?
CCOc1ccc(-c2cc3c(=O)n(CC(=O)Nc4cc(F)ccc4C)ccn3n2)cc1 | -6.7 | -0.3% | -0.5% | -13.2% | 39.9%[activator] | 3.3%[57.1 µM] | -13.5% | 18.5%[57.1 µM] | 1.9%
COc1ccc(-c2nc3n(n2)C(c2ccccc2F)C(C(=O)Nc2cccnc2)=C(C)N3)cc1OC (stereo not drawn) | 0.8 | 2.2% | 3.2% | 5.7% | 3.6% | -4.8% | ? | -16.1% | 0.0%
CC(C)N=C(Nc1ccc(Cl)cc1)c1cccnc1 | -0.1 | 0.9% | -3.1% | 1.1% | 0.0% | 10.4% | -17.2% | 26.1% | -0.3%
CNC(=O)c1ccccc1Sc1ccccc1C#N | -6.7 | -8.3% | 2.6% | 12.9% | -5.2% | -2.3%[57.1 µM] | 0.1% | 2.9%[57.1 µM] | 0.2%
Cc1ccc(SCC(=O)N2CC(C)OC(C)C2)cc1 (stereo not drawn) | -18.3 | -0.3% | -2.0% | -6.1% | 3.8% | 5.9% | -10.9% | 23.7% | -4.4%
CCC1(CC)C(=O)NC(=S)N=C1N | -5.7 | 1.2% | -2.1% | 19.0% | 5.3% | -6.3%[2.29 µM] | -18.9% | 7.7%[57.1 µM] | -0.4%
O=C(O)c1ccc(-c2nnn(Cc3ccccc3F)n2)cc1 | -8.6 | -13.0% | -2.0% | 1.3% | -7.3% | -3.2% | -18.7% | 13.3% | -3.3%
CCOC(=O)C1=C(C)NC(=O)NC1c1c(OCC(=O)N2CCCCC2)ccc2ccccc12 (stereo not drawn) | 0.1 | -9.8% | 0.0% | 22.5% | 3.6% | -9.1%[57.1 µM] | -16.8% | 5.7%[57.1 µM] | -14.1%

Overlap with the part before: two entries; new compounds follow.
SMILES | LDHA block | Vif-APOBEC3F blk | Glioma ERSR ind | RGS4 inhibitor | mIDH1 inhibitor | TrxR1 substrate | USP1 inh | TrxR1 inh | Vif-A3G inh
O=C(O)c1ccc(-c2nnn(Cc3ccccc3F)n2)cc1 | -8.6 | -13.0% | -2.0% | 1.3% | -7.3% | -3.2% | -18.7% | 13.3% | -3.3%
CCOC(=O)C1=C(C)NC(=O)NC1c1c(OCC(=O)N2CCCCC2)ccc2ccccc12 (stereo not drawn) | 0.1 | -9.8% | 0.0% | 22.5% | 3.6% | -9.1%[57.1 µM] | -16.8% | 5.7%[57.1 µM] | -14.1%
O=C(CCNS(=O)(=O)c1ccc(Br)cc1)NCc1cccs1 | 1.3 | 0.9% | 2.4% | -9.8% | 9.6% | 0.8% | -20.1% | 7.3% | -4.1%
O=C(NCCCN1CCCC1=O)Nc1ccccc1F | -6.1 | 5.7% | 5.3% | -18.9% | 0.0% | -0.6% | -1.3% | 7.6% | 0.1%
Cc1nn(CC(=O)OC(C)C(=O)Nc2ccccc2[N+](=O)[O-])c(C)c1[N+](=O)[O-] (stereo not drawn) | -6.0 | 0.1% | -1.0% | -4.5% | 1.5% | -11.1% | -2.2% | -12.8% | -2.3%
CCOC(=O)c1cccc(NS(=O)(=O)c2ccc3[nH]c4c(c3c2)CCCC4)c1 | 1.4 | -18.2% | -5.4% | -4.9% | -17.7% | 0.6% | -19.8% | 14.0% | ?
CCC1CCc2sc(C(=O)N(C)CC(=O)Nc3ccc(N4CCOCC4)cc3)cc2C1 (stereo not drawn) | 3.9 | -5.2% | -2.5% | -16.1% | -0.1% | -4.5% | -22.2% | 1.2% | -0.6%
CCn1c(CC(=O)Nc2ccc(F)cc2)nnc1SCC(=O)N1CCOCC1 | -6.0 | -5.5% | -4.7% | -21.2% | -1.9% | 1.0% | -0.8% | 11.9% | 1.5%
CCc1nnc(NC(=O)COc2ccc(N(C)S(=O)(=O)c3ccc(C)cc3)cc2)s1 | -1.7 | -3.1% | -5.6% | ? | 14.9% | -9.1% | -18.8% | -0.6% | -0.5%
O=C(CSc1nc2ccccc2o1)NC1CCS(=O)(=O)C1 (stereo not drawn) | 4.2 | 9.6% | -3.6% | -50.6% | 1.9% | 5.4%[57.1 µM] | -10.7% | 2.4%[11.4 µM] | -0.2%
CC(OC(=O)c1ncc(Cl)c(Cl)c1Cl)C(=O)NC1(C#N)CCCCC1 (stereo not drawn) | -0.3 | 7.2% | 0.8% | -14.6% | 0.0% | -3.8%[57.1 µM] | -1.4% | -4.3% | 1.1%
CCc1nn(C(CC)C(=O)NCCCc2ccccc2)c(=O)c2cc3occc3n12 (stereo not drawn) | 1.3 | -25.8% | 1.7% | 33.1% | -11.3% | -12.1% | -14.0% | -14.3% | -17.7%
